Screening results from PubChem BioAssay.
TRPC6 inh: mouse TRPC6 channel inhibition. HEK293-TRPC6, membrane potential dye, ACh-evoked depolarization; active compounds read low. AID 2553. 310,000 tested, 1.1% active. B-score at 10 µM;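 active = B-score under library mean minus 3 SD, initial fluorescence not abnormally high, positive integrated signal ratio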;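 note: B-score derived from integrated fluorescence ratio over the kinetic read; more negative B-score means stronger inhibition of depolarization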
Target sequence (Q61143 whole entry, looked up): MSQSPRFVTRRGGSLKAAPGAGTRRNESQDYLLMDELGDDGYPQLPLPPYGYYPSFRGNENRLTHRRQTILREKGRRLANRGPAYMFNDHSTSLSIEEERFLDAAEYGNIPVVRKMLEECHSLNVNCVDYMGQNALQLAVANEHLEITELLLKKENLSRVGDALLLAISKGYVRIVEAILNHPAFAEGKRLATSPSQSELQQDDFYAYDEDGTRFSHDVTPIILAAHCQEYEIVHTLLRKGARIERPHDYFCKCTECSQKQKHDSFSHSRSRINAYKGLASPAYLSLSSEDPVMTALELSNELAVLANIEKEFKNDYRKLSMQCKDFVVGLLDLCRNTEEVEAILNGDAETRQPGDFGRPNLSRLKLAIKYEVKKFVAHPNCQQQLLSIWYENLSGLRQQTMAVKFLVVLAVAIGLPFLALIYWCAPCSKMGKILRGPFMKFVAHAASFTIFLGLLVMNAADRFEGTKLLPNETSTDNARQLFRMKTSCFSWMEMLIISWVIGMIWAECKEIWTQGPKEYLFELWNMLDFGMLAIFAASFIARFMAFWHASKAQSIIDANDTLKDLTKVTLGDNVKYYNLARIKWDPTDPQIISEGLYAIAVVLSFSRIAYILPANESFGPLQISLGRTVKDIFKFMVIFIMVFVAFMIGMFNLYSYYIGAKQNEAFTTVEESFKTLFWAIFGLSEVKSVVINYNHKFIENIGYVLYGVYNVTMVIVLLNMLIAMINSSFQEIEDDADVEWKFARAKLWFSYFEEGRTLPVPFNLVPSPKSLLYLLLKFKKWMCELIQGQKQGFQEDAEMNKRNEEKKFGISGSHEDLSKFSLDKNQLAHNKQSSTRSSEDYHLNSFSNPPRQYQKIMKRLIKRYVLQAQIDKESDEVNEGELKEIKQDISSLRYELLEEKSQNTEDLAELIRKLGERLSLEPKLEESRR
TMEM16A inh: inhibitors of mouse TMEM16A calcium-activated chloride channel | Q8BHY3 | HEK293 TMEM16A/YFP iodide influx fluorescence, ionomycin | normalized B-score (activity score, 25-100; higher = stronger inhibition) at 10 µM | 310,000 tested, 1.2% active | AID 588511;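 active = ratio plate-corrected score three or more library SD toward inhibition, starting fluorescence score within five deviations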;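 note: score derived from kinetic fluorescence span divided by baseline fluorescence per well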
SKKanGAS inh: inhibitors of SKKanGAS S. pyogenes growth in kanamycin (SK-promoter or general growth effect) | inhibition, % at 7.5 µM | 300,000 tested, 1.3% active | AID 1662 | BacTiter-Glo, 6 h;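 active = mean replicate score, as percent of positive control median, at least 50; inconclusive = mean below 50 but one replicate at or above 50; inactive = mean and every replicate below 50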;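 note: strain carries kanamycin resistance gene driven by streptokinase promoter and grows in 40 µg/ml kanamycin; loss of luminescence reflects streptokinase promoter inhibition or plain growth inhibition; 0% = median of DMSO wells and 100% = positive control at its reference dose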
MrgX1 ag: human MrgX1 receptor agonism, primary screen | MrgX1-HEK293 cells, Fluo-4 calcium fluorescence, agonist mode; active compounds read high | Q96LB2 | 310,000 tested, 0.44% active | AID 588627 | B-score at 10 µM;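 active = calcium response B-score plate-corrected fluorescence ratio at least 3 library SD, with starting fluorescence B-score inside 5 SD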
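Test system: HEK293 cells stably expressing human MrgX1 receptor; amount: 15,000 cells per well; doses: compound delivered in addition one of three; times: overnight plating before 1 h dye loading; detection: Fluo-4 NW calcium-flux fluorescence, kinetic read; read-out basis: B-scored fluorescence response ratio; controls: positive and negative controls per plate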
TRPC6 act: activates the mouse TRPC6 cation channel | AID 2550 | B-score at 10 µM | 310,000 tested, 0.13% active | HEK293-TRPC6 membrane potential dye fluorescence; active compounds read high | Q61143;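 active = B-score of the integrated fluorescence ratio above library mean plus 3 SD, and starting fluorescence ratio within library mean plus 5 SD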;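 note: higher score means more depolarization so channel activation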
MrgX1 antagonist: human MrgX1 receptor antagonism, primary screen; Q96LB2; MRGX1-HEK293 calcium flux, Fluo-4, BAM8-22 antagonism; active compounds read low; B-score at 10 µM; 310,000 tested, 1.3% active; AID 588676;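 active = calcium-response B-score plate-corrected more than 3 library SD below zero, starting fluorescence within 5 deviations, no agonist response on first addition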;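 note: peak minus trough fluorescence over baseline after final BAM8-22 challenge near maximal dose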
RGS4 inh: inhibitors of human RGS4. P49798. HEK293 M3R/RGS4 inducible, Fluo-4 calcium flux; active compounds read high; triggered by carbachol at its EC20. B-score at 10 µM. 310,000 tested, 0.45% active. AID 463165;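 active = B-score, a plate-corrected calcium signal, over three deviations above library mean, with baseline fluorescence within five deviations of library mean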;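 note: RGS4 expression induced by doxycycline in cells with stable M3 receptor; B-score is computed from the integrated fluorescence ratio over baseline after carbachol; higher B-score means a larger calcium signal and so more RGS4 inhibition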
Target sequence (P49798 whole entry, looked up): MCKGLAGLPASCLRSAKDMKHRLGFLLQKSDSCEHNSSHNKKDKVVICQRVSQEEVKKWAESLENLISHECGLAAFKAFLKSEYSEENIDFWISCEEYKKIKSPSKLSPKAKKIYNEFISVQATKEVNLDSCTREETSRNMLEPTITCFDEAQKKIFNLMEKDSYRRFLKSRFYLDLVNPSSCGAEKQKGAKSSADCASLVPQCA
MrgX1 allo act: allosterically activates human MrgX1 receptor signaling. MrgX1-HEK293, Fluo-4 calcium flux, FDSS; active compounds read high. 310,000 tested, 0.63% active. AID 588675. Q96LB2. B-score at 10 µM;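 active = plate-corrected calcium response at least 3 library SD above typical, normal starting fluorescence, not activating the receptor alone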;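 note: compound read alongside a low EC10 to EC30 dose of BAM8-22 agonist; peak minus trough fluorescence over baseline measured at the second addition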
RGS4 pot: potentiators or activators of RGS4. HEK293 M3R/inducible RGS4, carbachol calcium flux Fluo4; active compounds read low. B-score at 10 µM. 310,000 tested, 0.92% active;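 active = B-score of the integrated calcium signal more than 4 SD below the library mean, with starting fluorescence not abnormally high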;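 note: negative B-score means reduced calcium response which marks RGS4 activation or potentiation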
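Assay system: Inducible-RGS4 HEK293 cells carrying M3 receptor | Schedule: Compound preincubation 20 min at room temperature before agonist | Signal: Kinetic calcium fluorescence imaging with Fluo4-AM dye, 2 µM | Read-out basis: B score from integrated fluorescence ratio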
HDAC3 inhib: human HDAC3 inhibition | inhibition, % at 8.3 µM | 320,000 tested, 0.15% active | AID 2718 | recombinant HDAC3, fluorogenic peptide/trypsin coupled, fluorescence; in the data active = inhibition above about 26%, passing the limit was not always enough; inconclusive = no clear call, values can overlap the other calls
ANO1 activ: activators or potentiators of mouse TMEM16A chloride channel; HEK293 TMEM16A/YFP-H148Q/I152L, iodide quench fluorescence; active compounds read low; Q8BHY3; B-score at 10 µM; 340,000 tested, 0.3% active;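 active = fluorescence-ratio B-score plate-corrected deviation score at least 3 library SD below zero, with starting fluorescence score within 5 deviations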;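 note: channel opened by trigger with iodide after compound preincubation; score built on the fluorescence ratio of max minus min over baseline; more negative score means more quench and so TMEM16A activation or potentiation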
Active calls of the source: *.

CC1C/C(=N\NC(=O)c2ccc([N+](=O)[O-])cc2)CC(C)(C)C1 (stereo not drawn) was read as TRPC6 inh inactive, TMEM16A inh inactive, SKKanGAS inh 19.8, MrgX1 ag inactive, TRPC6 act inactive, MrgX1 antagonist inactive, RGS4 inh inactive, MrgX1 allo act inactive, RGS4 pot inactive, HDAC3 inhib 0.2 and ANO1 activ inactive.
For O=C(O)/C(=C/c1ccco1)c1ccccc1 the results were TRPC6 inh inactive, TMEM16A inh inactive, SKKanGAS inh 8.0, MrgX1 ag inactive, TRPC6 act inactive, MrgX1 antagonist inactive, RGS4 inh inactive, MrgX1 allo act inactive, RGS4 pot inactive and HDAC3 inhib 2.7.
For C=CCn1c(SCC(=O)N(C)c2c(N)n(Cc3ccccc3)c(=O)[nH]c2=O)nnc1-c1ccccc1OC the results were TRPC6 inh inactive, TMEM16A inh inactive, SKKanGAS inh -6.8, MrgX1 ag inactive, TRPC6 act inactive, MrgX1 antagonist inactive, RGS4 inh inactive, MrgX1 allo act inactive, RGS4 pot inactive, HDAC3 inhib 1.1 and ANO1 activ inactive.
For COc1ccc(Cl)cc1C(=O)NC(=S)Nc1nc(C)cc(C)n1 the results were TRPC6 inh inactive, TMEM16A inh inactive, SKKanGAS inh 20.7, MrgX1 ag inactive, TRPC6 act inactive, MrgX1 antagonist inactive, RGS4 inh inactive, MrgX1 allo act inactive, RGS4 pot inactive, HDAC3 inhib 0.7 and ANO1 activ inactive.
Screening CCOC(=O)c1c(NCc2ccccc2)n[nH]c1C returned TRPC6 inh inactive, TMEM16A inh inactive, SKKanGAS inh -0.2, MrgX1 ag inactive, TRPC6 act inactive, MrgX1 antagonist inactive, RGS4 inh inactive, MrgX1 allo act inactive, RGS4 pot inactive and ANO1 activ inactive.
Screening Cc1ccc2nc(-c3cccnc3)c(Nc3ccccc3C)n2c1 returned TRPC6 inh inactive, TMEM16A inh inactive, SKKanGAS inh -2.2, MrgX1 ag inactive, TRPC6 act inactive, MrgX1 antagonist inactive, RGS4 inh inactive, MrgX1 allo act inactive, RGS4 pot inactive, HDAC3 inhib -2.5 and ANO1 activ inactive.
Screening O=c1c2cn[nH]c2nc(SCc2c(F)cccc2F)n1-c1ccc(Cl)cc1 returned TRPC6 inh inactive, TMEM16A inh inactive, SKKanGAS inh 59.0*, MrgX1 ag inactive, TRPC6 act inactive, MrgX1 antagonist inactive, RGS4 inh inactive, MrgX1 allo act inactive, RGS4 pot inactive, HDAC3 inhib 13.7 and ANO1 activ inactive.
`O=C(O)C(Cc1c[nH]c2ccccc12)N1CCS(=O)(=O)CC1` (stereo not drawn) gave TRPC6 inh inactive, TMEM16A inh inactive, SKKanGAS inh 7.7, MrgX1 ag inactive, TRPC6 act inactive, MrgX1 antagonist inactive, RGS4 inh inactive, MrgX1 allo act inactive, RGS4 pot inactive, HDAC3 inhib 3.3 and ANO1 activ inactive.
Cc1sc(NC(=O)CSc2nc(N)n(CC(=O)c3ccccc3)n2)c(C#N)c1C was read as TRPC6 inh inactive, TMEM16A inh inactive, SKKanGAS inh 16.4, MrgX1 ag inactive, TRPC6 act inactive, MrgX1 antagonist inactive, RGS4 inh inactive, MrgX1 allo act inactive, RGS4 pot inactive, HDAC3 inhib 3.7 and ANO1 activ inactive.
Screening CN(C)S(=O)(=O)c1cc(NC(=O)COC(=O)Cc2cccc3ccccc23)ccc1Cl returned TRPC6 inh inactive, TMEM16A inh 25*, SKKanGAS inh 6.7, MrgX1 ag inactive, TRPC6 act inactive, MrgX1 antagonist inactive, RGS4 inh inactive, MrgX1 allo act inactive, RGS4 pot inactive, HDAC3 inhib 9.5 and ANO1 activ inactive.
For Cc1cc(=O)oc2cc(OC(C)C(=O)N3CCOCC3)ccc12 (stereo not drawn) the results were TRPC6 inh inactive, TMEM16A inh inactive, SKKanGAS inh 0.2, MrgX1 ag inactive, TRPC6 act inactive, MrgX1 antagonist inactive, RGS4 inh inactive, MrgX1 allo act inactive, RGS4 pot inactive, HDAC3 inhib -4.4 and ANO1 activ inactive.
COc1ccc(NC(=O)Cn2c(C)cc(=O)c3ccccc32)cc1 was read as TRPC6 inh inactive, TMEM16A inh inactive, SKKanGAS inh -15.9, MrgX1 ag inactive, TRPC6 act inactive, MrgX1 antagonist inactive, RGS4 inh inactive, MrgX1 allo act inactive, RGS4 pot inactive, HDAC3 inhib -3.8 and ANO1 activ inactive.
`O=C(NCCCN1CCCC1=O)c1ccc2c(c1)NC(=O)C(N1CCOCC1)S2` (stereo not drawn) gave TRPC6 inh inactive, SKKanGAS inh -2.2, TRPC6 act inactive, RGS4 inh inactive, RGS4 pot inactive and ANO1 activ inactive.
COCCCNC(=O)C12CCC(C)(C(=O)C1)C2(C)C (stereo not drawn) was read as TRPC6 inh inactive, TMEM16A inh inactive, SKKanGAS inh 0.4, MrgX1 ag inactive, TRPC6 act inactive, MrgX1 antagonist inactive, RGS4 inh inactive, MrgX1 allo act inactive, RGS4 pot inactive, HDAC3 inhib 3.6 and ANO1 activ inactive.
For Cc1nc2ccccn2c1C(=O)NCCCN1CCOCC1 the results were TRPC6 inh inactive, TMEM16A inh inactive, SKKanGAS inh 5.6, MrgX1 ag inactive, TRPC6 act inactive, MrgX1 antagonist inactive, RGS4 inh inactive, MrgX1 allo act inactive, RGS4 pot inactive, HDAC3 inhib 3.5 and ANO1 activ inactive.
`CCOC(=O)c1nn(-c2ccc(F)cc2)c2nc(-c3ccccc3)c(C#N)c(=O)n12` gave TRPC6 inh inactive, TMEM16A inh inactive, SKKanGAS inh 9.1, MrgX1 ag inactive, TRPC6 act inactive, MrgX1 antagonist inactive, RGS4 inh inactive, MrgX1 allo act inactive, RGS4 pot inactive, HDAC3 inhib 0.0 and ANO1 activ inactive.
Cc1c(O)ccc(NC(=O)/C=C/c2ccccc2)c1C was read as TRPC6 inh inactive, TMEM16A inh inactive, SKKanGAS inh -2.4, MrgX1 ag inactive, TRPC6 act inactive, MrgX1 antagonist inactive, RGS4 inh inactive, MrgX1 allo act inactive, RGS4 pot inactive, HDAC3 inhib 1.4 and ANO1 activ inactive.
COCc1[nH]nc2c1C(c1c(F)cccc1Cl)C(C#N)=C(N)O2 (stereo not drawn) was read as TRPC6 inh -5.59*, TMEM16A inh inactive, MrgX1 ag inactive, TRPC6 act inactive, MrgX1 antagonist inactive, RGS4 inh inactive, MrgX1 allo act inactive, RGS4 pot inactive, HDAC3 inhib -4.9 and ANO1 activ inactive.
Screening CN(Cc1ccc(Cl)cc1)C(=O)CCl returned TRPC6 inh inactive, TMEM16A inh inactive, SKKanGAS inh 4.5, MrgX1 ag inactive, TRPC6 act inactive, MrgX1 antagonist inactive, RGS4 inh inactive, MrgX1 allo act inactive, RGS4 pot inactive, HDAC3 inhib -3.9 and ANO1 activ inactive.
Screening O=C(Nc1nnc(SCc2ccc(Cl)cc2Cl)s1)C1COc2ccccc2O1 (stereo not drawn) returned TRPC6 inh inactive, TMEM16A inh inactive, SKKanGAS inh inconclusive, MrgX1 ag inactive, TRPC6 act inactive, MrgX1 antagonist inactive, RGS4 inh inactive, MrgX1 allo act inactive, RGS4 pot inactive, HDAC3 inhib -1.2 and ANO1 activ inactive.
Screening COc1ccc(CN(C(=O)c2ccco2)C2CCS(=O)(=O)C2)cc1 (stereo not drawn) returned TRPC6 inh inactive, TMEM16A inh inactive, SKKanGAS inh -1.0, MrgX1 ag inactive, TRPC6 act inactive, MrgX1 antagonist inactive, RGS4 inh inactive, MrgX1 allo act inactive, RGS4 pot inactive, HDAC3 inhib -1.0 and ANO1 activ inactive.
`COC(C(=O)NNS(=O)(=O)c1ccc([N+](=O)[O-])cc1)c1ccccc1` (stereo not drawn) gave TRPC6 inh inactive, TMEM16A inh inactive, SKKanGAS inh 5.3, MrgX1 ag inactive, TRPC6 act inactive, MrgX1 antagonist inactive, RGS4 inh inactive, MrgX1 allo act inactive, RGS4 pot inactive, HDAC3 inhib -0.6 and ANO1 activ inactive.
COc1ccc(N2C(=O)N3[C@H](c4ccc(Cl)cc4)[C@@H]4C(=O)N(C5CCCCC5)C(=O)[C@@H]4[C@]3(C)C2=O)cc1 was read as TRPC6 inh inactive, TMEM16A inh inactive, SKKanGAS inh 4.9, MrgX1 ag inactive, TRPC6 act inactive, MrgX1 antagonist inactive, RGS4 inh inactive, MrgX1 allo act inactive, RGS4 pot inactive, HDAC3 inhib 2.6 and ANO1 activ inactive.
`COc1cccc(C(=O)Nc2ccc(C)cc2)c1` gave TRPC6 inh inactive, TMEM16A inh inactive, SKKanGAS inh 5.6, MrgX1 ag inactive, TRPC6 act inactive, MrgX1 antagonist inactive, RGS4 inh inactive, MrgX1 allo act inactive, RGS4 pot inactive, HDAC3 inhib -1.0 and ANO1 activ inactive.
Screening O/C=c1\ccc2cccc3nc(C(F)(F)F)nc1c23 returned TRPC6 inh inactive, TMEM16A inh inactive, SKKanGAS inh 14.6, MrgX1 ag inactive, TRPC6 act inactive, MrgX1 antagonist inactive, RGS4 inh inactive, MrgX1 allo act inactive, RGS4 pot inactive, HDAC3 inhib 3.6 and ANO1 activ inactive.
`O=C(COc1ccc2ccccc2c1)NC1=NCCS1` gave TRPC6 inh inactive, TMEM16A inh inactive, SKKanGAS inh 4.2, MrgX1 ag inactive, TRPC6 act inactive, MrgX1 antagonist inactive, RGS4 inh inactive, MrgX1 allo act inactive, RGS4 pot inactive, HDAC3 inhib 2.0 and ANO1 activ inactive.
Screening COc1ccc(-c2cc(C)no2)cc1S(=O)(=O)Nc1ccc(NC(C)=O)cc1 returned TRPC6 inh inactive, TMEM16A inh inactive, SKKanGAS inh 3.7, MrgX1 ag inactive, TRPC6 act inactive, MrgX1 antagonist inactive, RGS4 inh inactive, MrgX1 allo act inactive, RGS4 pot inactive, HDAC3 inhib 1.1 and ANO1 activ inactive.
`Cn1nnnc1SCC(=O)Nc1ccc(Oc2ccccc2)cc1` gave TRPC6 inh inactive, TMEM16A inh inactive, SKKanGAS inh -7.5, MrgX1 ag inactive, TRPC6 act inactive, MrgX1 antagonist inactive, RGS4 inh inactive, MrgX1 allo act inactive, RGS4 pot inactive, HDAC3 inhib -1.6 and ANO1 activ inactive.
Screening Cn1nnc2cc(C(=O)N3CCSCC3)ccc21 returned TMEM16A inh inactive, MrgX1 ag inactive, MrgX1 antagonist inactive, MrgX1 allo act inactive, HDAC3 inhib -2.8 and ANO1 activ inactive.
Screening Cc1ccc(C(=O)NC(=S)NCc2cccnc2)cc1C returned TRPC6 inh inactive, TMEM16A inh inactive, SKKanGAS inh -1.6, MrgX1 ag inactive, TRPC6 act inactive, MrgX1 antagonist inactive, RGS4 inh inactive, MrgX1 allo act inactive, RGS4 pot inactive, HDAC3 inhib inconclusive and ANO1 activ inactive.
